Screening data: PubChem BioAssay, National Center for Advancing Translational Sciences (NCATS)
IL-1B inflam inh – qHTS for Inhibitors of Inflammasome Signaling: IL-1-beta AlphaLISA Primary Screen | THP-1 LPS/ATP IL-1B secretion, AlphaLISA, 16 h; hits give low values | activity change, % at 57.5 µM | 360,000 compounds, 4.7% hits; in the data active means activity change below about -50%; inconclusive means mostly about -30% to -49%; further: on the % scale 0 is the no-effect control and ±100 the full control effect
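THP-1 cells pretreated 1 hr with compounds (up to 57.5 uM final), then stimulated with LPS (250 ng/mL final) plus ATP (1.25 mM final); secreted IL-1B measured by AlphaLISA after 16 hr, decreased signal indicating inhibition.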
ATXN viability – Viability Counterscreen for Primary qHTS for Inhibitors of ATXN expression | S2 cells (HEK-293 line with an ATXN2-luciferase reporter) viability, CellTiter-Fluor protease fluorescence, 24 h | Potency, µM (top dose mostly 56.7 µM), hits mostly cytotoxic | 400,000 compounds, 0.49% hits; further: potency means the concentration at half of the fitted maximal effect; nearly all actives have a fitted effect of over 40% in size
Nrf2 ARE act – qHTS of Nrf2 Activators | Potency, µM (doses to about 46.1 µM), inactives show at the top dose activation, most hits filed as activators | AID 624171, 2012 | 410,000 compounds, 0.31% hits | AREc32 ARE-luciferase reporter (MCF7-derived line), luminescence, 24 h; further: potency means the concentration at half of the fitted maximal effect; % of control where 0% means no effect; nearly all actives have a fitted effect of over 65% in size
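Reporter line AREc32 (ARE-Fluc), seeded overnight in OPTI-MEM with 5% FBS; compound pin-transferred, 24 hr at 37 deg C, 5% CO2; luminescent read-out.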
A549 viability – Nrf2 qHTS screen for inhibitors: counterscreen for cytotoxicity; A549 ARE-Fluc cells, CellTiter-Fluor viability, 18-24 h; Potency, µM (doses to about 46 µM), for inactives: at the highest dose activity change, negative = cytotoxicity, most hits filed as inhibitors; 390,000 compounds, 0.16% hits; AID 504648, 2011; further: potency means the concentration at half of the fitted maximal effect; on the % scale 0 is the no-effect control and ±100 the full control effect
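Cytotoxicity counterscreen: CellTiter-Fluor fluorescence was measured in A549 ARE_Fluc cells after 18-24 h of compound exposure in a concentration series. The subsequent BugLite luminescent read reports ARE-luciferase activity.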
TGFb SMAD3 inh – qHTS for Inhibitors of TGF-b | HepG2 CAGA-GFP TGF-b/SMAD3 reporter, GFP fluorescence, 18 h; TGF-beta stimulated, 500 pg/mL final | Potency, µM (titrated, usually from 46.1 µM), inactives show at the highest dose activity, negative = inhibition, usual class: inhibitors | 410,000 compounds, 1.2% hits | AID 588855, 2011; further: potency means the concentration at half of the fitted maximal effect; on the % scale 0 is the no-effect control and ±100 the full control effect; nearly all actives have a fitted effect of over 65% in size
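Read-out: total well GFP (ex488/em500-530) summed from mean per-cell fluorescence. Cells: HEPG2 CAGA-GFP, 1% FBS DMEM, 18 h at 37 degrees C with 500 pg/mL final TGF-beta. Unstimulated wells served as the full-inhibition control; stimulated DMSO wells = 0%.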
ATXN2 expr inh – Primary qHTS for Inhibitors of ATXN expression; HEK-293 ATXN2-luciferase reporter, luminescence, 24 h; Potency, µM (doses to about 57 µM), inactives show top-dose activity change, negative = inhibition, most hits filed as inhibitors; 360,000 compounds, 0.72% hits; AID 1745845, 2022; further: potency means the concentration at half of the fitted maximal effect; on the % scale 0 is the no-effect control and ±100 the full control effect; nearly all actives have a fitted effect of over 55% in size
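qHTS (up to 57 uM final) was run with 24 h compound exposure of reporter cells at 37 °C. Each well was multiplexed: SteadyGlo luminescence measured ATXN2-luciferase expression after a fluorogenic Gly-Phe-AFC viability readout (25 uM final).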
Nrf2 inh – Nrf2 qHTS screen for inhibitors; A549 ARE-Fluc reporter, luciferase luminescence, 18-24 h; Potency, µM (series often up to 46 µM), for the others: at the top dose activity change, negative = inhibition, most hits filed as inhibitors; 360,000 compounds, 2.1% hits; AID 504444, 2011; further: potency means the concentration at half of the fitted maximal effect; on the % scale 0 is the no-effect control and ±100 the full control effect; nearly all actives have a fitted effect of over 60% in size
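In this cell-based qHTS, ARE-driven firefly luciferase in A549 cells reports Nrf2 activity; the luminescent signal after BugLite lysis is the measured value, with a prior CellTiter-Fluor read for cell health.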
MCF10A rerep – A quantitative high throughput screen for small molecules that induce DNA re-replication in MCF 10a normal breast cells; MCF 10A DNA re-replication, Hoechst nuclear intensity, 48 h; Potency, µM (highest dose often 46.1 µM), for the others: top-dose activity, positive = re-replication, actives largely listed as activators; 350,000 compounds, 2.9% hits; further: potency means the concentration at half of the fitted maximal effect; % of control where 0% means no effect; nearly all actives have a fitted effect of over 50% in size
HepG2 tox – qHTS for Inhibitors of TGF-b: Cytotox Counterscreen; HepG2 CAGA-GFP viability, ATP luminescence, 18 h; Potency, µM (series often up to 46.1 µM), inactives show at the highest dose activity change, negative = cytotoxicity, actives largely listed as cytotoxic; 410,000 compounds, 0.76% hits; AID 588856, 2011; further: potency means the concentration at half of the fitted maximal effect; some results filed as inactive show a strong effect at the top dose
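CellTiter-Glo luminescence gave cytotoxicity after 18 hours at 37 degrees C. The cells were HepG2 CAGA-GFP in 1% FBS DMEM, stimulated with 500 pg/mL TGF-beta after compound addition. %Activity was normalised to no-cell wells (complete cell-killing) and DMSO (no toxicity), and curves were fitted and classified.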
An asterisk follows results filed as active; i = inactive; u = inconclusive; x = no result given; [ ] = dose if it differs, or a comment. Unless noted, the call rests on the fitted dose curve; in most records, active means well fitted curve in the direction sought with a large enough effect; inconclusive means small, poorly fitted or top-dose-only effect, or another doubt; inactive means no such curve, though single readings can be large; an effect the other way counts as inactive or inconclusive.

SMILES	IL-1B inflam inh	ATXN viability	Nrf2 ARE act	A549 viability	TGFb SMAD3 inh	ATXN2 expr inh	Nrf2 inh	MCF10A rerep	HepG2 tox
COc1ccc(OC)c(NC(=O)Cn2cc(C#N)c3cc(Br)ccc32)c1	62	i	-0.1%	-3%	-3%	2%	-4%	1%	-23%
COc1ccc(C2=NOC(Cn3nc(-c4ccccc4)cc3C(=O)NCc3ccc(C)cc3)C2)cc1 (stereo not given)	0	i	-0.8%	2%	1%	6%	-3%	19%	0%
CCOC(=O)CC(=O)Nc1c(C)cc(C)cc1C	-16	i	-0.3%	2%	-11%	1%	-14%	-6%	3%
Cc1cccc2cc(CN(CC3CCCO3)C(=O)NC3CCCCC3)c(=O)[nH]c12 (stereo not given)	-17	i	-0.2%	-17%	3%	-7%	-12%	0%	-13%
Cc1nc(Nc2ccc3c(c2)OCCO3)c2c(C)c(C)sc2n1	-15	i	6.5%	0%	6%	-37%	u	8%	-14%
Cc1nn(CC#N)c(=O)n1N(C)c1ncc(C(F)(F)F)cc1Cl	17	i	0.5%	-9%	-1%	12%	-1%	12%	-1%
C/C(N)=C(/C#N)C(=O)COC(=O)c1cc(S(=O)(=O)N2CCCCC2)ccc1C	1	i	6.8%	-7%	-19%	0%	-4%	6%	-2%
CCC1CC(CSc2ncn[nH]2)OC1=O (stereo not given)	-7	i	-0.4%	-10%	-5%	-2%	-9%	1%	-4%
CC1CCCN(CCCNC(=O)c2ccc(CS(=O)(=O)Cc3cccc(Cl)c3)o2)C1 (stereo not given)	-29	i	0.3%	2%	-4%	-2%	4%	-2%	-14%
CCN(CC)c1ccc(C(=O)Nc2ccccc2)cc1[N+](=O)[O-]	-96*	u	3.1%	-12%	-6%	42%[activator]	14%	2%	-4%
O=C(Nc1nnc(C2CCCO2)s1)c1cccs1 (stereo not given)	30	i	8.2%	0%	27%	18%	x	-2%	4%
Cc1ccc(CSc2nnc(-c3cccc4ccccc34)o2)cc1	x	i	6.2%	14%	u	6%	19%	2%	-1%
O=C(Cn1nnc(-c2ccccc2NC(=O)c2ccccc2F)n1)NCc1ccco1	9	u	-0.4%	-9%	3%	-19%	-4%	1%	14%
COc1ccc(CCN2C(=O)C3C4CCC(C4=C(C)C)C3C2=O)cc1OC (stereo not given)	2	i	-0.3%	5%	0%	-15%	-2%	0%	1%
O=C(CCc1ccccc1)NCC(c1ccco1)N1CCc2ccccc21 (stereo not given)	-7	i	0.4%	-19%	u	-10%	3%	4.6µM*	-2%
C[C@H]1CN([C@@H](C)CO)C(=O)c2cccc(NC(=O)C3CC3)c2O[C@H]1CN(C)Cc1ccc(C(F)(F)F)cc1	-3	i	0.2%	-8%	5%	-20%	10%	22%	1%
C=CCOc1nc2c(c(=O)n(C)c(=O)n2C)n1C	9	i	-0.3%	-6%	-3%	-1%	8%	2%	8%
CC(C)(C)C(=O)CSc1nc2c(c(-c3cccs3)c1C#N)CCC2	15	i	u	-1%	-2%	x	-7%	4.1µM*	-24%
CN(C)S(=O)(=O)c1ccc(NC(=O)C2CC(=O)N(Cc3ccccc3)C2)cc1 (stereo not given)	6	i	0.0%	4%	-21%	-6%	2%	11%	-4%
O/N=C(\CN1CCCCC1)c1ccccc1	6	i	13%	0%	-2%	3%	0%	-10%	-16%
Cc1cc2oc(=O)cc(CN3CCC(C)CC3)c2cc1C	24	i	-0.2%	1%	-1%	49%[activator]	u	-7%	-14%
COC(=O)c1c(C)nc2ccccc2c1C(=O)O	-3	i	0.2%	-6%	-5%	10%	-11%	-7%	0%
Cc1ccc(CN2CCN(Cc3ccc(OCCO)cc3)CC2CCO)o1 (stereo not given)	-7	i	1.8%	1%	-11%	8%	-4%	3%	-2%
CN1CCN(c2ccc(Cl)cc2NC(=O)c2ccc([N+](=O)[O-])cc2)CC1	-26	i	-0.8%	3%	-6%	-31%	2%	6%	-21%
COc1ccccc1COCC(O)CN(Cc1ccco1)Cc1ccccc1O (stereo not given)	u	i	0.4%	-6%	-5%	-6%	1%	13%	-8%
OCCn1c(Cl)nc2ccccc21	1	i	-0.2%	-11%	-11%	3%	-11%	14%	-19%
COc1ccc(-c2cn3cccnc3n2)cc1NC(=O)c1ccccc1C(F)(F)F	x	x	1.3%	6%	-5%	x	x	x	-19%
Cc1ccccc1COC(=O)CN1C(=O)NC2(CCCC2)C1=O	15	i	0.1%	1%	-1%	5%	-8%	-1%	2%
O=C(COc1cccc2cccnc12)NCC(F)(F)F	8	i	0.5%	-2%	-10%	-4%	9%	0%	8%
CCc1ccc2c(c1)NC(=O)C2(C)Cc1cccc(F)c1 (stereo not given)	-1	u	0.5%	x	-7%	u	x	x	-27%
CCOC(=O)c1ccc2[nH]c3c(c2c1)CCCC3O (stereo not given)	-2	u	6.6%	1%	-16%	-1%	13%	-4%[9.22 µM]	-28%
O=C(CCCc1ccccc1)N=C1SC2CS(=O)(=O)CC2N1c1ccccc1F (stereo not given)	44	i	-0.2%	-10%	12%	-6%	-8%	-1%	-1%
O=C(Cn1[nH]c(=O)c2ccccc2c1=O)N1CC=C(c2ccccc2)CC1	-12	u	-0.7%	-6%	-8%	-25%	u	1%	-19%
Cc1cccc(N(C(=O)CCC(=O)Nc2ccccn2)C(C(=O)NC(C)C)c2ccc(O)cc2)c1 (stereo not given)	4	i	-0.3%	4%	25%	-8%	2%	1%	-12%
O=C(O)CN1CCN(Cc2ccccc2F)C1=O	27	i	-1.0%	1%	-1%	11%[11.3 µM]	-6%	-3%	3%
Cc1ccc(C(=O)NCC(=O)NCC(c2cccs2)N(C)C)cc1C (stereo not given)	9	i	3.0%	-7%	2%	10%	12%	2%	13%
COc1ccc(N=c2cc(-c3ccc(OC)cc3)oc3ccccc23)cc1	x	u	6.8%	u	u	u	16µM*	13%	-12%
O=c1c2ccccc2nc(SCc2ccc([N+](=O)[O-])cc2)n1-c1ccc(Cl)cc1	0	i	0.2%	-2%	-3%	-8%[11.3 µM]	1%	9%	6%
Cc1ccc(C)c(NS(=O)(=O)c2ccc(OCC(=O)NCc3ccco3)cc2)c1	9	i	0.1%	0%	0%	-10%	-25%	18%	-7%
COc1ccc(OC)c(Nc2nc(NCCCN(C)C)nc(N)c2[N+](=O)[O-])c1	-99*	i	12%	1%	u	u	u	u	16µM*
CCCCCS(=O)(=O)c1oc(-c2cccs2)nc1S(=O)(=O)c1ccc(C)cc1	x	x	3.1%	-16%	7.9µM*	x	-13%	x	-104%
Cc1cccc(N2CCN(S(=O)(=O)c3ccc(-c4cnc(C5CC5)o4)cc3)CC2)c1C	x	u	4.6%	-8%	u	-28%	x	x	-29%
COc1ccc(-c2noc(N3CCC(C(=O)Nc4ccc(F)cc4F)CC3)n2)cc1	15	u	0.3%	-15%	1%	u	-21%	17%	-14%
O=C(NCCc1ccccc1)c1c(F)c(F)c(F)c(F)c1F	u	i	3.5%	-4%	12%	37%	25%	u	-4%
O=C(c1oc(=O)c2ccccc2c1-c1ccccc1)N1CCC(O)CC1	-7	i	1.6%	25%	2%	4%	u	6%	-12%
COc1cc(CCC(C)NCc2ccccc2)ccc1O (stereo not given)	3	i	-0.3%	-5%	0%	2%	3%	1%	-9%
COc1ccc2c(CC(=O)N[C@@H](Cc3ccccc3)C(=O)O)cc(=O)oc2c1C	5	i	-0.1%	2%	7%	-2%	8%	5%	9%
Cc1cc(C(=O)NC(C)C2CCCO2)cs1 (stereo not given)	1	i	-0.4%	-8%	14%	3%	-1%	-4%	-1%

Arranged by formula weight (descending): some entries from above.
SMILES	IL-1B inflam inh	ATXN viability	Nrf2 ARE act	A549 viability	TGFb SMAD3 inh	ATXN2 expr inh	Nrf2 inh	MCF10A rerep	HepG2 tox
O=c1c2ccccc2nc(SCc2ccc([N+](=O)[O-])cc2)n1-c1ccc(Cl)cc1	0	i	0.2%	-2%	-3%	-8%[11.3 µM]	1%	9%	6%
COc1ccc(-c2noc(N3CCC(C(=O)Nc4ccc(F)cc4F)CC3)n2)cc1	15	u	0.3%	-15%	1%	u	-21%	17%	-14%
COc1ccc2c(CC(=O)N[C@@H](Cc3ccccc3)C(=O)O)cc(=O)oc2c1C	5	i	-0.1%	2%	7%	-2%	8%	5%	9%

Continued.
SMILES	IL-1B inflam inh	ATXN viability	Nrf2 ARE act	A549 viability	TGFb SMAD3 inh	ATXN2 expr inh	Nrf2 inh	MCF10A rerep	HepG2 tox
COc1ccc(S(=O)(=O)N2CCCC2CNC(=O)C(=O)Nc2cccc(F)c2)cc1 (stereo not given)	0	i	-0.1%	1%	-19%	-11%	1%	2%	-13%
CCc1ccc(NC(=O)Nc2cn(C)c(=O)c3ccccc23)cc1	x	x	5.9%	0%	-24%	x	x	x	-18%
O=C1OC(c2cccc3c(F)cccc23)c2ccccc21 (stereo not given)	-4	i	-1.0%	x	-9%	x	x	x	-16%
Nc1nonc1-n1nnc(C(=O)N/N=C/c2c(Cl)cccc2Cl)c1CSC1=NCCS1	0	i	-0.1%	5%	0%	-9%	u	10%	-9%
Cc1ccnc(NC(=O)Nc2ccc(Br)cc2Cl)c1	-12	i	13%	22%	-7%	-11%	u	u	-8%
Cc1ccc(NC(=O)NCC2CCN(Cc3cc(C)ccc3Cl)CC2)c(C)c1	9	i	-0.4%	-13%	15%	u	u	12%	-1%
O=C1CC(C(=O)N2CCN(S(=O)(=O)c3cccc(F)c3)CC2)CN1Cc1ccccc1Cl (stereo not given)	-3	i	-0.7%	-12%	0%	6%	-1%	0%	-2%

TGFb SMAD3 inh: hit marks shown above
compound | IL-1B inflam inh | TGFb SMAD3 inh | Nrf2 inh
CCCCCS(=O)(=O)c1oc(-c2cccs2)nc1S(=O)(=O)c1ccc(C)cc1 | x | 7.9µM* | -13%
